Compound activity (PubChem)
GRK2 inh – compounds blocking aptamer binding on GRK2 – biochemical, human GRK2, bead flow cytometry, HTS, primary screen; Beta-adrenergic receptor kinase 1 (Homo sapiens), P25098; FAM-aptamer displacement from GRK2; inhibition of aptamer binding, % at 10 µM; 330,000 tested, 0.59% active;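 active = inhibition of aptamer binding above 40%, roughly 3 SD of noise, on plates passing a quality check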;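 note: median bead fluorescence of bound FAM aptamer so fluorescent compounds give negative values; no value below 0 was filed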
BCLXL inh – inhibitors of human Bcl-xL, primary screen, biochemical, fluorescence polarization, HTS; GST-Bcl-xL / FITC-Bim BH3 peptide fluorescence polarization; inhibition, % at 10.9 µM; 320,000 tested, 0.7% active;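 active = inhibition above the mean of all tested compounds plus 3 SD, cutoff set per campaign, cut at about 30% in these data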;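 note: 0% = DMSO wells and 100% = unlabeled Bim-BH3 peptide competitor; inhibitors lower millipolarization by displacing the labeled peptide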
VLA-4 inh – inhibition in human VLA-4 binding assay, primary screen, VLA-4 allosteric modulator project, MLPCN library, flow cytometry, VLA-4 expressing cells. inhibition, % (about 7 µM as worked out from the volumes in the protocol). 330,000 tested, 0.2% active. Integrin alpha-4 (Homo sapiens), P13612. ligand binding flow cytometry; in the data active = inhibition above about 50%
MEX-5 binding – MEX-5 zinc finger RNA-binding disruptors – biochemical, C. elegans, fluorescence polarization, MLPCN library, primary screen; MEX-5/FITC-TCR2 RNA binding; active compounds read low; activity score (negative = inhibition of binding), % at 10 µM; 300,000 tested, 0.38% active;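 active = inhibition past about -25% in most replicates, and total fluorescence under double the plate's negative control median, limit read from the data; inconclusive = replicates evenly split on the limit, or fluorescence at least double controls; inactive = too little inhibition in most replicates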;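 note: 0% = DMSO and -100% = 5 µM competing unlabeled TCR2 RNA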
Target sequence (Q9XUB2 whole entry, looked up): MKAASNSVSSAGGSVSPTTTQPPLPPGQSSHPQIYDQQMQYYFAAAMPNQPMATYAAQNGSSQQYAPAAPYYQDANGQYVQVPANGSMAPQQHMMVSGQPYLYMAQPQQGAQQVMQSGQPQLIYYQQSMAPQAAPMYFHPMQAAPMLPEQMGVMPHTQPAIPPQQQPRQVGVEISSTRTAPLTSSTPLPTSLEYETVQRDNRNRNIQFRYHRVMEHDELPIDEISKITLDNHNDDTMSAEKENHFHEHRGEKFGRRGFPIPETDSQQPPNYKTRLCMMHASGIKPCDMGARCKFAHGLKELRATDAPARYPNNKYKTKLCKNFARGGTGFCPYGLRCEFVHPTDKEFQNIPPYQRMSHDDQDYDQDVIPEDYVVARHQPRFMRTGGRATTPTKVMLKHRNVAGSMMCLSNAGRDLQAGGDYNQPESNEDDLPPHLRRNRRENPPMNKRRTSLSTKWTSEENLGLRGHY
Yeast superoxide – reduction of superoxide in aged yeast, primary screen, HTS | S. cerevisiae aged cells, superoxide DHE fluorescence; active compounds read low | superoxide response (% of plate mean), % at 10 µM | 330,000 tested, 0.18% active | AID 2690, 2010;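 active = superoxide response under a set limit, about three screen SD below normal, cut at about 65% in these data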;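 note: yeast aged for seven days with compound at 30 °C before DHE staining; 100% = average MFI of all compound-treated wells on the plate with controls excluded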
MCL1-BIM inh – inhibitors of MCL1 binding to BIM-BH3, primary screen, biochemical, fluorescence polarization | Induced myeloid leukemia cell differentiation protein Mcl-1 (Homo sapiens), Q07820 | GST-MCL1 / FITC-Bim-BH3 fluorescence polarization | inhibition, % at 10.9 µM | 320,000 tested, 0.68% active;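 active = inhibition above the mean inhibition of all tested compounds plus 3 SD, set per campaign, cut at about 40% in these data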;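 note: 0% = DMSO wells and 100% = unlabeled Bim-BH3 peptide control; higher means more loss of mP so more displacement of Bim peptide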
AGP1 TOR yeast – modulators of AGP1-GFP expression in yeast TOR pathway, primary screen, cell-based, multiplex flow cytometry, S. cerevisiae, MLPCN library. 3 h; GFP as percent of DMSO wells. GFP response vs DMSO, % at 10 µM. 320,000 tested, 0.02% active;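 active = GFP response relative to DMSO above a set limit, near screen average plus 3 SD, cut at about 150% in these data; inconclusive = fewer than 70 cells counted for the yeast strain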;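 note: median GFP channel fluorescence of the gated AGP1 strain per well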
GLD-1 RNA inh – GLD-1/TGE RNA complex disruptors, primary screen, biochemical, fluorescence polarization. 320,000 tested, 0.44% active. inhibition, % at 5.96 µM. Female germline-specific tumor suppressor gld-1 (Caenorhabditis elegans), Q17339. purified GLD-1 + fluorescein TGE RNA;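 active = percent inhibition above a per-plate cutoff, the plate mean of test compounds plus 3 SD, cut at about 30% in these data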;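 note: 0% = DMSO wells with GLD-1 and probe and 100% = wells lacking GLD-1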
Target sequence (Q17339 whole entry, looked up): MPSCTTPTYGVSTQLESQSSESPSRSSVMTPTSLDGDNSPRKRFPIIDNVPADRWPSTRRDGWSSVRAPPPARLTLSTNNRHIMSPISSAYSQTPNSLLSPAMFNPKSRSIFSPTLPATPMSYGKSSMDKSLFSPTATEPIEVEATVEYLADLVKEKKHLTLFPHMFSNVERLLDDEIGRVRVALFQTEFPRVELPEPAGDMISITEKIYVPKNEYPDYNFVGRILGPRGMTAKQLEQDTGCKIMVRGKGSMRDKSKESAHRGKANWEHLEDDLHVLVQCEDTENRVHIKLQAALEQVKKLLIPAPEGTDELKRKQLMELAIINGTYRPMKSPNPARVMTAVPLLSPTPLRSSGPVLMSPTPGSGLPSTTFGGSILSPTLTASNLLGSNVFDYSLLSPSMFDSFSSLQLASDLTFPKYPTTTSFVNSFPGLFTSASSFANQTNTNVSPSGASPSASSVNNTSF
CIT2-GFP yeast – modulators of CIT2-GFP expression in yeast, primary screen, S. cerevisiae, GFP fusion, multiplex flow cytometry, MLPCN library | AID 2029, 2009 | S. cerevisiae CIT2-GFP strain, 3 h; 100 means same as DMSO wells | GFP response vs DMSO, % at 10 µM | 320,000 tested, 0.065% active;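 active = GFP response relative to DMSO above a set limit, near the screen mean plus 3 SD, cut at about 150% in these data; inconclusive = Fewer than 70 cells measured for a yeast strain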;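 note: ratio of well median GFP fluorescence to mean of DMSO wells on the plate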
* = called active by the depositor; i = inactive; u = inconclusive; x = not tested or not shown.

SMILES	GRK2 inh	BCLXL inh	VLA-4 inh	MEX-5 binding	Yeast superoxide	MCL1-BIM inh	AGP1 TOR yeast	GLD-1 RNA inh	CIT2-GFP yeast
O=C(NC1CCCCC1)C(c1ccncc1)N(C(=O)c1csnn1)c1ccccc1F (stereo not given)	0	0	6	-0.1	65*	-6	101	5	100
COc1ccc(F)cc1Cn1nc(C(=O)O)c2ccccc2c1=O	1	6	-3	-1.0	95	7	101	-2	98
CCOC(=O)c1c(C)[nH]c(C(=O)COC(=O)c2cnccn2)c1C	0	0	10	x	117	1	102	-5	93
Cc1cccc(COc2ccccc2C(=O)N(C)CC(=O)Nc2cccc(F)c2)c1	0	3	11	x	107	0	106	-4	102
Cc1ccc(S(=O)(=O)CC(=O)c2ccc(C(C)(C)C)cc2)cc1	0	1	13	1.0	100	3	97	0	91
CCCn1c2ccccc2c2nnc(SCC(=O)Nc3nnc(CC(=O)OCC)s3)nc21	4	-3	5	2.3	97	-3	100	1	94
O=C(Nc1ccc(Cc2ccncc2)cc1)c1cccc([N+](=O)[O-])c1	4	-5	4	-1.9	115	0	99	1	98
COc1ccccc1NC(=S)NCCc1c[nH]c2ccccc12	2	4	-4	-2.9	92	8	u	3	u
CCCNC(=O)C(=O)N/N=C/c1ccc(OCc2ccccc2)cc1	0	5	9	-0.3	102	-1	100	5	103
COc1ccc(-c2nc(N)nc(N)n2)c(O)c1	3	7	1	x	108	8	79	3	89
CC(=O)c1cccc(NC(=O)N2CCC(NC(=O)C3CCCCC3)CC2)c1	0	2	7	1.4	102	-3	99	1	99
c1ccc(-n2cnnc2SCc2nc3ccccc3s2)cc1	1	-7	-41	-1.6	85	-12	97	-7	98
COc1ccc(N=C2C(=O)Nc3c(C)cccc32)cc1	1	-2	4	0.0	86	4	104	3	102
COc1ccc(C2(O)C(=O)Nc3ccc(C)cc32)cc1 (stereo not given)	4	0	-8	-2.3	129	0	94	5	96
Cc1ccc(NS(=O)(=O)c2ccc(C(=O)NCCCN3CCCC3=O)cc2)cc1	2	1	9	2.5	113	1	107	0	101
CCOc1ccccc1Nc1nc(-c2cccnc2)cs1	0	x	7	2.1	95	x	96	x	105
Cc1noc(C)c1CC(=O)Nc1ccc2c(c1)OCO2	1	1	-5	x	81	1	108	5	102
CC(C)(C)NC(=O)COC(=O)c1snc(C(=O)NC2CCCCC2)c1N	20	4	6	0.9	99	-1	97	-4	94
COc1ccc(C(=O)CN2C(=O)c3ccccc3C2=O)c(OC)c1	0	2	17	-3.0	63*	-2	102	-2	101
O=C(NCc1ccccc1Cl)c1cc2c(s1)CS(=O)(=O)C2	2	2	2	-1.5	92	4	103	1	108
Cn1ncc2c(Nc3ccc([N+](=O)[O-])cc3)nc(Cl)nc21	0	x	-17	1.2	96	x	96	x	94
Cc1noc(C)c1S(=O)(=O)N(C)C[C@H]1Oc2ccc(NC(=O)NC(C)C)cc2C(=O)N([C@H](C)CO)C[C@@H]1C	0	x	-3	x	142	x	x	-4	x
CCN(CC)c1ccc(/C=C/c2cc(-c3ccccc3)c3ccccc3n2)cc1	24	30*	i	3.1	55*	31	u	-141	u
O=c1c2ccccc2c(C=NCCc2ccccc2)c(O)n1Cc1ccccc1	1	2	9	-1.1	90	-3	113	3	105
CC(=NNC(=O)c1cc(C)nc2ccccc12)c1ccc(N2CCOCC2)cc1	4	x	10	x	84	x	99	6	109

A portion from further up, for reference:
SMILES	GRK2 inh	BCLXL inh	VLA-4 inh	MEX-5 binding	Yeast superoxide	MCL1-BIM inh	AGP1 TOR yeast	GLD-1 RNA inh	CIT2-GFP yeast
COc1ccc(C(=O)CN2C(=O)c3ccccc3C2=O)c(OC)c1	0	2	17	-3.0	63*	-2	102	-2	101
O=C(NCc1ccccc1Cl)c1cc2c(s1)CS(=O)(=O)C2	2	2	2	-1.5	92	4	103	1	108
Cn1ncc2c(Nc3ccc([N+](=O)[O-])cc3)nc(Cl)nc21	0	x	-17	1.2	96	x	96	x	94
Cc1noc(C)c1S(=O)(=O)N(C)C[C@H]1Oc2ccc(NC(=O)NC(C)C)cc2C(=O)N([C@H](C)CO)C[C@@H]1C	0	x	-3	x	142	x	x	-4	x
CCN(CC)c1ccc(/C=C/c2cc(-c3ccccc3)c3ccccc3n2)cc1	24	30*	i	3.1	55*	31	u	-141	u
O=c1c2ccccc2c(C=NCCc2ccccc2)c(O)n1Cc1ccccc1	1	2	9	-1.1	90	-3	113	3	105
CC(=NNC(=O)c1cc(C)nc2ccccc12)c1ccc(N2CCOCC2)cc1	4	x	10	x	84	x	99	6	109

Continuation:
SMILES	GRK2 inh	BCLXL inh	VLA-4 inh	MEX-5 binding	Yeast superoxide	MCL1-BIM inh	AGP1 TOR yeast	GLD-1 RNA inh	CIT2-GFP yeast
Cc1c(O)ccc(/C=N/Nc2nc(-c3cccnc3)nc3ccccc23)c1O	0	4	16	-1.7	112	2	94	-1	84
CC(=O)c1cnc2c(-c3ccccc3)cnn2c1C	3	0	2	-1.6	96	11	91	-6	99
Cc1ccccc1CN1[C@@H](CC2CCCCC2)COCCS1(=O)=O	2	-2	20	-2.0	95	1	81	9	67
CCN1CCN(CCC(=O)Nc2ccc(Br)c(C)c2)CC1	0	12	3	-0.1	99	7	100	8	101
CC/C(=N\NC(=O)COc1ccc(Br)cc1)c1ccc(OC)c(OC)c1	3	-3	-5	0.9	114	0	107	2	107
NS(=O)(=O)c1ccc(CCNC(=O)COC(=O)c2nc(Cl)ccc2Cl)cc1	0	2	11	x	107	6	90	-5	87
CC(=O)Nc1ccccc1C(=O)C(=O)Nc1cccc(C(=O)NCc2ccc(C)cc2)c1	1	3	17	2.5	108	1	98	5	99
C/C=C/c1cc(CN2CCN(c3ccccc3)CC2)c(O)c(OC)c1	0	1	22	1.0	99	8	99	3	95
Cc1ccc(-c2cc(C(F)(F)F)c(C#N)c(=O)[nH]2)cc1	1	5	18	0.0	96	20	105	3	115
O=C(NCC(c1ccco1)N1CCN(c2ccccc2)CC1)OCc1ccccc1 (stereo not given)	0	-2	10	-0.7	129	-6	94	5	91
Cc1sc2nc(CSC(C)C(=O)Nc3cc(S(C)(=O)=O)ccc3Cl)[nH]c(=O)c2c1C (stereo not given)	4	13	-9	1.1	92	11	109	-8	110
CCN1CCN(C(c2ccccc2OC)c2nnnn2C2CCCCC2)CC1 (stereo not given)	1	7	-13	-2.7	96	9	105	-5	105
N=C(N)SCc1cccc2ccccc12	0	2	14	0.3	95	-2	96	6	101
O=C(CCn1c(=O)[nH]c2ccsc2c1=O)N1CCc2ccccc2C1	4	-7	21	-5.8	111	-12	104	0	94
COCCCNC(=S)Nc1cccc2ncccc12	2	1	2	-3.2	108	0	114	4	118
O=C1NC(c2ccccc2)=C(c2nc3ccccc3s2)C(c2ccc(O)cc2)N1 (stereo not given)	0	-5	-2	3.9	97	-3	109	4	105
Cc1nn(-c2ccccn2)c2c1C(c1ccncc1)C1=C(CC(C)(C)CC1=O)N2 (stereo not given)	6	6	-2	0.0	114	1	98	-2	96
O=c1[nH]c2ccc(S(=O)(=O)N3CCCCC3)cc2[nH]1	3	1	-4	0.8	82	-2	105	1	102
O=S(=O)(c1ccc2c(c1)OCCO2)N1CCC(c2nc3ccccc3s2)CC1	2	1	10	1.9	84	7	98	3	99
Cn1cnnc1SCC(=O)c1ccc(OC(F)F)cc1	1	-8	-7	-0.8	122	-3	97	3	107
N#Cc1ccc(N2CCN(c3ccc(F)cc3)CC2)cc1	1	3	1	0.6	120	4	96	-2	95
O=C(c1ccc([N+](=O)[O-])cc1[N+](=O)[O-])n1cnc2ccccc21	0	1	-2	-3.9	156	-6	80	3	113
CN(C)c1ccc(NC(=O)c2ccc(COc3cccc(Cl)c3)o2)cc1	2	3	-3	0.3	101	4	74	1	91
Cc1ccc2[nH]c3c(N4CCN(Cc5ccccc5)CC4)ncnc3c2c1	0	3	-6	-1.3	100	4	92	-5	94
CC(C)OC(=O)c1c(-c2ccc(C(C)C)cc2)csc1NC(=O)C1CCCO1 (stereo not given)	0	2	-4	2.9	89	3	100	3	106

Structures listed so far with a tert-butyl group, in the order listed:
SMILES	GRK2 inh	BCLXL inh	VLA-4 inh	MEX-5 binding	Yeast superoxide	MCL1-BIM inh	AGP1 TOR yeast	GLD-1 RNA inh	CIT2-GFP yeast
Cc1ccc(S(=O)(=O)CC(=O)c2ccc(C(C)(C)C)cc2)cc1	0	1	13	1.0	100	3	97	0	91
CC(C)(C)NC(=O)COC(=O)c1snc(C(=O)NC2CCCCC2)c1N	20	4	6	0.9	99	-1	97	-4	94

Further structures follow:
SMILES	GRK2 inh	BCLXL inh	VLA-4 inh	MEX-5 binding	Yeast superoxide	MCL1-BIM inh	AGP1 TOR yeast	GLD-1 RNA inh	CIT2-GFP yeast
CCOCCCN1CC(=O)N2[C@@H](Cc3c([nH]c4ccccc34)C2(C)C)C1=O	1	4	4	0.5	106	7	108	-1	97
O=C(NC1CCCC1)C(c1ccc(N2CCOCC2)cc1)N(Cc1ccco1)C(=O)c1ccco1 (stereo not given)	0	-2	21	3.3	103	-7	94	1	96
COc1cc(OC)c2cc(C(=O)N[C@@H](Cc3ccccc3)C(=O)O)n(C)c2c1	1	x	-2	1.0	112	x	106	x	103
Cc1ccc(S(=O)(=O)N(Cc2c(F)cccc2Cl)C(=O)N2CCN(C)CC2)cc1	0	-1	4	-0.2	109	-3	102	-1	91
CC(C)(C)C(=O)Nc1ccc(C(=O)COC(=O)c2ccccn2)cc1	3	x	1	x	96	x	96	-1	101
CNC(=S)N(CCc1c(C)[nH]c2ccc(OC)cc12)Cc1cc(OC)c(OC)c(OC)c1	0	1	7	-3.1	98	8	114	-1	98
CN(CC(=O)Nc1ccc(N2CCOCC2)cc1)C(=O)CSc1ccc(F)cc1	1	3	4	1.3	98	5	107	9	83
O=CN1CCN(C(=O)c2ccc(Br)o2)CC1	7	2	4	-2.4	88	-4	103	-3	110
O=C(CSc1nccn(-c2cccc(F)c2)c1=O)Nc1ccc(Cl)cc1F	0	1	3	0.1	100	1	101	2	90
CCN(CC)C(=O)CSc1nnc2c3ccccc3n(C)c2n1	0	-3	19	-0.8	99	-3	98	-4	105
Cc1cc(C)c(OCCCNC2CCCC2)c(Br)c1	18	-1	17	2.1	100	2	100	1	98
CSc1ccccc1NC(=O)c1cc(-c2ccc3c(c2)OCO3)on1	1	3	-4	-1.7	103	0	98	-4	93
